Screening data: PubChem BioAssay, National Center for Advancing Translational Sciences (NCATS)
G9a block: blocks human histone lysine methyltransferase G9a; G9a H3K9 monomethylation, AlphaScreen, 2 h; actives 8.8% (n = 350,000); Q96KQ7; Potency, µM (doses to about 102 µM), inactives show at the top dose activity, negative = inhibition, usual class: inhibitors; AID 504332; further: potency means the concentration at half of the fitted maximal effect; on the % scale 0 is the no-effect control and ±100 the full control effect; nearly all actives have a fitted effect of over 75% in size
Target sequence (Q96KQ7 913-1193 limits assumed): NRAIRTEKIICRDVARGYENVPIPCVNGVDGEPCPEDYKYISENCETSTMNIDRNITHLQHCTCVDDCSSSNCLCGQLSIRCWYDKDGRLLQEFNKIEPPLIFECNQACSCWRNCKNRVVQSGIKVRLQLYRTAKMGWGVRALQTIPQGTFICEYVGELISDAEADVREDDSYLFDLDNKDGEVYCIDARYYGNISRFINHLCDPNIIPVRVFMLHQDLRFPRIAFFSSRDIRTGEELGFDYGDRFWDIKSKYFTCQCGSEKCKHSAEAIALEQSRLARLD
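Readings reflect AlphaScreen signal from monomethyl-H3K9 antibody detection. HMT at 20 nM; substrate b-H3K9 500 nM; cofactor SAM 20 uM; 2 h RT reaction; compounds tested as titrations in qHTS with 15 min preincubation.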
ERG Ets-DNA blk: ERG Ets/DNA interaction inhibition; Potency, µM (doses to about 76.9 µM), without a hit: at the highest dose FP activity, negative = inhibition, most hits filed as inhibitors; AID 624246; P11308; actives 0.028% (n = 370,000); fluorescence polarization, His-ERG Ets domain / labelled DNA; active means well fitted inhibition curve with a large enough effect in the polarisation, with a control signal flat; inconclusive means small, poorly fitted or top-dose-only effect, or effect the other way, or a change in a side signal; inactive means no such curve, though single readings can be large or run the other way; the % refers to the polarisation;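 further: polarization taken with two DNA probes labelled with fluorescein and Texas red; potency means the concentration at half of the fitted maximal effect; % of control where 0% means no effect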
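His-tagged ERG Ets domain (1 uM in the protein solution; 300mM KCl, 50mM Tris-HCl, 1mM EDTA, 1mM DTT, pH 7.5) received compound, then a probe mix of 5 nM fluorescein-DNA and 100nM Texas-615-DNA. Fluorescence polarization was read for both dyes.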
JMJD2A Tudor: blocks the human JMJD2A Tudor domain. AID 504339. Potency, µM (top dose mostly 114 µM), without a hit: at the highest dose activity change, negative = inhibition, hits mostly inhibitors. O75164. AlphaScreen JMJD2A-Tudor / H3K4me3 peptide binding. actives 4.4% (n = 390,000); further: potency means the concentration at half of the fitted maximal effect; on the % scale 0 is the no-effect control and ±100 the full control effect; nearly all actives have a fitted effect of over 50% in size
GLS inhibitor: blocks human kidney-isoform glutaminase activity; GLS enzymatic activity, qHTS titration; actives 0.21% (n = 410,000); Potency, µM (series often up to 45.5 µM), for the others: top-dose activity change, negative = inhibition, hits mostly inhibitors; O94925; further: potency means the concentration at half of the fitted maximal effect; on the % scale 0 is the no-effect control and ±100 the full control effect
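Two-point fluorescence kinetic (t0, 30 min RT) for hKGA; glutamate detected via glutamate oxidase–HRP–Amplex Red. Substrate: 1 mM L-glutamine solution; buffer 45 mM KH2PO4, pH 8.2.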
PI4K2A block: blocks human PI4K2A kinase activity; Q9BTU6; purified PI4K2A, ADP-Glo luminescence, 1 h; hits give low values; activity change, negative = inhibition, % at 76.9 µM; actives 0.13% (n = 420,000); in the data active means activity change below about -50%; inconclusive means mostly about -30% to -49%;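 further: -100% = wells without enzyme as full effect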
Target sequence (Q9BTU6 whole entry, looked up): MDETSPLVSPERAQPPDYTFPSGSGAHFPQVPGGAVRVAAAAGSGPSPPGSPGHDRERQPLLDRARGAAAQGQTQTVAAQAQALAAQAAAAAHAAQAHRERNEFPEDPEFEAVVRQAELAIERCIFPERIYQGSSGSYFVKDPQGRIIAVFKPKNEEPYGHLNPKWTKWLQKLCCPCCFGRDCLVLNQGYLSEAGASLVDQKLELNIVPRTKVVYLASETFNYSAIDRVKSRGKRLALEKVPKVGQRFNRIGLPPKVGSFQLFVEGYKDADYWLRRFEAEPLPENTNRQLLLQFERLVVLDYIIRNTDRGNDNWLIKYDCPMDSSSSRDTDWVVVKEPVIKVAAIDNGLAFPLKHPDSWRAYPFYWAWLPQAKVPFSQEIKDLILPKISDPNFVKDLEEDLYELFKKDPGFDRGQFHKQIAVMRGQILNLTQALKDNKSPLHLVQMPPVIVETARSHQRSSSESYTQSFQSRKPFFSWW
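In this quantitative HTS, ADP production by PI4K2A was quantified luminescently after 1 h at ambient temperature; 100 microM adenosine served as plate-quality control.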
HP1b chromo inh: blocks HP1-beta chromodomain binding to methylated histone tails. actives 0.56% (n = 390,000). Potency, µM (series often up to 114 µM), without a hit: at the top dose activity change, negative = inhibition, usual class: inhibitors. AlphaScreen HP1-beta / biotin-H3K9me3 peptide binding. AID 540317; further: potency means the concentration at half of the fitted maximal effect; nearly all actives have a fitted effect of over 70% in size; inactives centre near 23
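HP1-beta protein (50 nM final) preincubated 30 min at room temperature with biotinylated H3(1-18)K9me3 peptide (50 nM) in PBS pH 7.4, 0.01% Tween-20, then compound added for 30 min. AlphaScreen streptavidin donor/nickel chelate acceptor beads (10 ug/mL final), 30 min dark, luminescence read.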
RGS4 inh: blocks human RGS4-accelerated GTP hydrolysis; Transcreener GDP fluorescence polarization, RGS4-accelerated GTP hydrolysis; P49798; Potency, µM (titrated, usually from 114 µM), without a hit: top-dose activity change, negative = inhibition, most hits filed as inhibitors; actives 0.039% (n = 390,000); AID 504845; further: potency means the concentration at half of the fitted maximal effect; on the % scale 0 is the no-effect control and ±100 the full control effect; nearly all actives have a fitted effect of over 75% in size; some results filed as inactive show a strong effect at the top dose
Target sequence (P49798 whole entry, looked up): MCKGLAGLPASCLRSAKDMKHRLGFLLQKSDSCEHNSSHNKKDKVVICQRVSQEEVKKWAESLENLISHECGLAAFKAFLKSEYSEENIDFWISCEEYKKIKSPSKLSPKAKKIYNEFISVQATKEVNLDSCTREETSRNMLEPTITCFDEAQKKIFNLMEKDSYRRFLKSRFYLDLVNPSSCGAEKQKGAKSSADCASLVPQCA
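MLSMR compounds (23 nl, pin-transferred) preincubated 10 min at room temperature with a 500nM (2x) first reagent, then RGS4 at 900nM (2x) plus Transcreener GDP mix added; fluorescence polarization (620/688 nm) read before and after 90 min at 30 °C.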
ALOX12 inh: inhibitors of human 12S-lipoxygenase ALOX12; purified 12hLO, xylenol orange hydroperoxide absorbance; Potency, µM (doses to about 108 µM), for inactives: top-dose activity change, negative = inhibition, actives largely listed as inhibitors; actives 1.1% (n = 580,000); further: potency means the concentration at half of the fitted maximal effect; on the % scale 0 is the no-effect control and ±100 the full control effect
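Purified human 12hLO (150 nM final) in 25 mM Hepes, 0.01% Triton X-100, pH 7.0 was preincubated 15 min at room temperature with compound. Then 40 uM arachidonic acid was added, 30 min. Hydroperoxide was read by Fe-XO absorbance ratio 573/405 nm.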
BAZ2B inh: inhibitors of human BAZ2B bromodomain | AID 504333 | actives 4.4% (n = 360,000) | AlphaScreen BAZ2B-H3K14Ac peptide displacement | Potency, µM (titrated, usually from 114 µM), for inactives: at the highest dose activity change, negative = inhibition, actives largely listed as inhibitors | Q9UIF8; further: potency means the concentration at half of the fitted maximal effect; on the % scale 0 is the no-effect control and ±100 the full control effect; nearly all actives have a fitted effect of over 60% in size
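In this displacement format the biotinylated H3(5-23) peptide acetylated at Lys14 serves as ligand at 50 nM, with BAZ2B at 50 nM in PBS pH 7.4 containing 0.01% Tween-20. Donor and acceptor beads are 10 ug/mL final.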
* hit, by the source's call; [ ] = remark or other dose. Unless noted, the call rests on the fitted dose curve; in most records, active means well fitted curve in the direction sought with a large enough effect; inconclusive means small, poorly fitted or top-dose-only effect, or another doubt; inactive means no such curve, though single readings can be large; an effect the other way counts as inactive or inconclusive.

`COc1ccc(CCNc2nc(Cl)nc(NC(C)(C)CO)n2)cc1OC` gave G9a block 7%, ERG Ets-DNA blk -6%, JMJD2A Tudor 1%, GLS inhibitor -8%, PI4K2A block 1, HP1b chromo inh 41%[activator], RGS4 inh 19%, ALOX12 inh 10% and BAZ2B inh -17%.
`Cc1ccccc1-c1ccc(=O)n(CC(=O)Nc2ccc(-n3cnnn3)cc2)n1` gave G9a block 12%[12.7 µM], ERG Ets-DNA blk 1%, JMJD2A Tudor -21%, GLS inhibitor -9%, PI4K2A block 5, HP1b chromo inh 10%, RGS4 inh 5%, ALOX12 inh 13% and BAZ2B inh -15%.
`O=C1c2ccccc2C(Nc2cccnc2)N1Cc1ccc2c(c1)OCO2` (stereo not drawn) gave G9a block inconclusive, ERG Ets-DNA blk 0%, JMJD2A Tudor -17%, GLS inhibitor -8%, PI4K2A block -6, HP1b chromo inh 12%, RGS4 inh 8%, ALOX12 inh 31%[activator] and BAZ2B inh 2%.
Screening Cc1ccc(C)c2c1cc(C)c1nnc(SCC(=O)NCc3ccc4c(c3)OCO4)n12 returned G9a block -6%[59 µM], ERG Ets-DNA blk -4%, JMJD2A Tudor -10%, GLS inhibitor -1%, PI4K2A block -6, HP1b chromo inh 13%, RGS4 inh -13%, ALOX12 inh inconclusive and BAZ2B inh -5%.
O=C(O)c1ccc(CN2CCCCC2)o1 was read as G9a block -5%[59 µM], JMJD2A Tudor -10%, GLS inhibitor 16%, PI4K2A block 2, HP1b chromo inh 21%, RGS4 inh 12% and ALOX12 inh -25%.
`COCCn1c(SCC(=O)NC2CCCC2)nc2ccccc2c1=O` gave G9a block -24%, ERG Ets-DNA blk 5%, JMJD2A Tudor -1%, GLS inhibitor -1%, PI4K2A block 2, HP1b chromo inh 31%[activator], RGS4 inh -16%, ALOX12 inh 12% and BAZ2B inh 2%.
Cc1nn(C)c(C)c1S(=O)(=O)N(CC(=O)NCCCOC(C)C)c1ccc(C(C)C)cc1 was read as G9a block 4%, ERG Ets-DNA blk 3%, JMJD2A Tudor -11%, GLS inhibitor -1%, PI4K2A block 3, HP1b chromo inh 28%, RGS4 inh 7%, ALOX12 inh 15% and BAZ2B inh 6%.
Screening C=CCn1c(SCc2ccc(C(=O)Nc3ccccc3)cc2)nnc1-c1ccccc1 returned G9a block 6%[59 µM], ERG Ets-DNA blk -1%, JMJD2A Tudor -9%, GLS inhibitor -8%, PI4K2A block -3, HP1b chromo inh 22%, RGS4 inh -27%, ALOX12 inh -3% and BAZ2B inh 8%.
C/C(=C\c1ccco1)CN1CCN(Cc2ccc(C)o2)C(CCO)C1 (stereo not drawn) was read as G9a block inconclusive, ERG Ets-DNA blk -6%, JMJD2A Tudor -19%, GLS inhibitor -9%, PI4K2A block 0, HP1b chromo inh 0%, RGS4 inh 6%, ALOX12 inh -6% and BAZ2B inh -31%.
`NC(=O)c1nn(-c2ccc(Cl)cc2Cl)c(=O)cc1O` gave G9a block -6%, ERG Ets-DNA blk -2%, JMJD2A Tudor -14%, GLS inhibitor 20%, PI4K2A block 0, HP1b chromo inh 20%, RGS4 inh -1%, ALOX12 inh inconclusive and BAZ2B inh -9%.
Screening CCN(Cc1ccncc1)C(=O)c1ccccc1NS(=O)(=O)c1ccc(F)cc1 returned G9a block -49%, ERG Ets-DNA blk -1%, JMJD2A Tudor -4%, GLS inhibitor 4%, PI4K2A block 8, HP1b chromo inh 25%, RGS4 inh 10%, ALOX12 inh -11% and BAZ2B inh 7%.
Cc1ccc2n(n1)c(=O)c(Cc1ccccc1)c([O-])[n+]2-c1ccccc1 was read as G9a block 9%[59 µM], ERG Ets-DNA blk -1%, JMJD2A Tudor -4%, GLS inhibitor 5%, PI4K2A block 0, HP1b chromo inh 36%, RGS4 inh 3%, ALOX12 inh 1% and BAZ2B inh 8%.
`CCOC(=O)c1sc2ccccc2c1S(=O)(=O)N1CCN(c2cc(C)ccc2C)CC1` gave G9a block 10%[59 µM], ERG Ets-DNA blk 2%, JMJD2A Tudor -13%, GLS inhibitor 4%, PI4K2A block -3, HP1b chromo inh 33%, RGS4 inh -9%, ALOX12 inh -28% and BAZ2B inh -11%.
CN1C(c2ccccc2)CCOS1(=O)=O (stereo not drawn) was read as ERG Ets-DNA blk 2%, JMJD2A Tudor -11%, GLS inhibitor 3%, PI4K2A block 3, HP1b chromo inh 33%, RGS4 inh 4%, ALOX12 inh -10% and BAZ2B inh 7%[57.1 µM].
Screening CCOC(=O)c1[nH]ncc1CN1CCC(Cc2ccccc2)(C(=O)OCC)CC1 returned G9a block -6%, ERG Ets-DNA blk 5%, JMJD2A Tudor -21%, GLS inhibitor -4%, PI4K2A block 4, HP1b chromo inh 11%, RGS4 inh 3%, ALOX12 inh 0% and BAZ2B inh -2%.
`Cc1ccc2nc(-c3ccc(Cl)c(NC(=O)c4cccnc4)c3)oc2c1` gave G9a block 27%[59 µM], ERG Ets-DNA blk -1%, JMJD2A Tudor -9%, GLS inhibitor 11%, PI4K2A block 0, HP1b chromo inh 54%[activator], RGS4 inh -26%, ALOX12 inh -16% and BAZ2B inh 5%.
`CC(C)(C)NC(=O)c1ccc2c(c1)N(CC(=O)NC1CCCC1)C(=O)C(C)(C)O2` gave G9a block -5%, ERG Ets-DNA blk -6%, JMJD2A Tudor -8%, GLS inhibitor -16%, PI4K2A block -7, HP1b chromo inh -12%, RGS4 inh -21%, ALOX12 inh -3% and BAZ2B inh -23%.
Cc1ccc(NC(=S)NC(=O)c2cncc(Br)c2)cc1Cl was read as ERG Ets-DNA blk inconclusive, JMJD2A Tudor -6%, GLS inhibitor 5%, PI4K2A block 1, HP1b chromo inh 22%, RGS4 inh -47% and ALOX12 inh 244%[activator].
Screening Cc1cccc(NC(=O)CSc2nnc(-c3ccncc3)n2C)c1 returned G9a block 34%, ERG Ets-DNA blk -10%, JMJD2A Tudor -11%, GLS inhibitor 5%, PI4K2A block -4, HP1b chromo inh 2%, RGS4 inh -8%, ALOX12 inh -20% and BAZ2B inh 4%.
Nc1c(-c2ccccc2)c(CSc2nc3ccccc3[nH]2)nn1-c1cccc(Cl)c1 was read as G9a block -1%[59 µM], ERG Ets-DNA blk 1%, JMJD2A Tudor -36%, GLS inhibitor 11%, PI4K2A block 1, HP1b chromo inh 7%, RGS4 inh -2%, ALOX12 inh 6% and BAZ2B inh 3%.
Screening COc1c(C)cc(C(=O)C2CCCN(C(=O)c3ccoc3)C2)cc1C (stereo not drawn) returned G9a block 8%, ERG Ets-DNA blk 9%, JMJD2A Tudor -1%, GLS inhibitor -7%, PI4K2A block -1, HP1b chromo inh 49%[activator], RGS4 inh 20%, ALOX12 inh -1% and BAZ2B inh -1%.
For CN(C(=O)c1cc2c(=O)n3ccccc3nc2s1)C1CCCCC1 the results were ERG Ets-DNA blk -4%, JMJD2A Tudor -1%, GLS inhibitor 0%, PI4K2A block -6, HP1b chromo inh 53%[activator], RGS4 inh -6% and ALOX12 inh -8%.
`Cc1cccc(OCC(=O)Nc2nnc(-c3ccco3)s2)c1` gave G9a block 50µM*, ERG Ets-DNA blk 7%, JMJD2A Tudor -3%, GLS inhibitor 31%[activator], PI4K2A block 0, HP1b chromo inh 35%, RGS4 inh -14%, ALOX12 inh -1% and BAZ2B inh -32%.
`CCn1cc(/C=C(\NC(=O)c2ccccc2F)C(=O)NCCN2CCOCC2)c2ccccc21` gave G9a block -44%, ERG Ets-DNA blk -2%, JMJD2A Tudor -26%, GLS inhibitor 4%, PI4K2A block 1, HP1b chromo inh 3%, RGS4 inh -31%[56.9 µM], ALOX12 inh 23% and BAZ2B inh -25%.
Screening Cc1ccc(C(O)c2nccn2C)o1 (stereo not drawn) returned G9a block -33%, JMJD2A Tudor inconclusive, GLS inhibitor -7%, PI4K2A block -3, HP1b chromo inh 26%, RGS4 inh -14%, ALOX12 inh 19% and BAZ2B inh inconclusive.
For CC[C@@]1(C(=O)OC)N[C@H](CN(C)S(=O)(=O)c2ccc(OC(F)(F)F)cc2)[C@@H]2C(=O)N(C)C(=O)[C@@H]21 the results were ERG Ets-DNA blk 0%, JMJD2A Tudor -6%, GLS inhibitor 1%, PI4K2A block -4, HP1b chromo inh 46%[activator], RGS4 inh 16% and ALOX12 inh -11%.
Screening Nc1o[nH]c(=O)c1Cc1ccccc1 returned G9a block -3%, ERG Ets-DNA blk -12%, JMJD2A Tudor 0%, GLS inhibitor 11%, PI4K2A block 1, HP1b chromo inh 36%, RGS4 inh -2%, ALOX12 inh 37%[activator] and BAZ2B inh 1%.
O=C(CNc1ccc(Br)cc1)NNC1=NCCC1 was read as G9a block -3%, ERG Ets-DNA blk 5%, JMJD2A Tudor inconclusive, GLS inhibitor 26%, PI4K2A block 3, HP1b chromo inh 14%, RGS4 inh 19%, ALOX12 inh 1% and BAZ2B inh -35%.
`CCOC(=O)c1c(C)[nH]c(CCC(=O)Nc2cc(Cl)ccc2OC)c1C` gave G9a block -37%[59 µM], ERG Ets-DNA blk -7%, JMJD2A Tudor -15%, GLS inhibitor 7%, PI4K2A block -1, HP1b chromo inh 14%[57 µM], RGS4 inh 14%, ALOX12 inh inconclusive and BAZ2B inh -11%.

The list is partial. The share of hits here may be higher or lower than overall.
